Screens: PubChem, National Center for Advancing Translational Sciences (NCATS)
Akt phos inh: HTS Assay for Inhibitors of Akt Phophorylation: Primary Screen; Neuro2A IGF-stimulated pAkt S473 HTRF, 20 min; hits give low values; hit rate 0.32% among 360,000; activity change, % for hits at 50 µM; in the data active means activity change below about -80%; inconclusive means mostly about -51% to -80%; further: on the % scale 0 is the no-effect control and ±100 the full control effect
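Single-point screen (50 µM final compound) in Neuro2A cells stimulated 20 min with 6 nM IGF at 37 deg C. After lysis, Ser473-phosphorylated Akt read by HTRF (ex 330 nm, em 615/665 nm) as the 665/615 ratio.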
FUS yeast rescue: qHTS for Suppressors of FUS Proteinopathy: Primary screen using FUS-linked yeast assay; S. cerevisiae FUS-expressing, growth rescue, OD600, 24 h; Potency, µM (titrated, usually from 76.6 µM), inactives show at the highest dose growth rescue (activation), most hits filed as activators; hit rate 0.24% among 390,000; AID 1347120, 2019;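 further: potency means the concentration at half of the fitted maximal effect; plate controls were DMSO vehicle for no effect and reference control for full effect; nearly all actives have a fitted effect of over 55% in size; some results filed as inactive show a strong effect at the top dose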
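Steps: raffinose overnight preculture; dilution to OD 0.005 in 2% galactose minimal medium; compound addition (concentration series); 24hr at 30C, 99% humidity; absorbance read at 600 nm.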
GLP-1R agonist: qHTS of GLP-1 Receptor Agonists. Glucagon-like peptide 1 receptor (Homo sapiens), P43220. HEK293 GLP-1R CRE-luciferase, luminescence, 4-6 h; cells express a hypersensitive GLP-1R form. Potency, µM (top dose mostly 45.6 µM), for the others: top-dose activation, usual class: activators. hit rate 0.007% among 380,000. AID 624172, 2012; further: potency means the concentration at half of the fitted maximal effect; % of control where 0% means no effect
Abeta rescue: qHTS for compounds that reverse cellular toxicity of Amyloid beta (A-beta) peptide in yeast: Primary Screen | yeast expressing A-beta42, growth rescue, OD600, 48 h; response scale: 0% DMSO, 100% iron-clioquinol control | Potency, µM (series often up to 46.1 µM), for the others: at the highest dose growth rescue, actives largely listed as activators | hit rate 0.063% among 410,000; further: potency means the concentration at half of the fitted maximal effect; nearly all actives have a fitted effect of over 55% in size
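Growth rescue measured by 600 nm absorbance after 48 h yeast culture at 30 C with compound. Values normalized between DMSO and an equimolar ferric chloride plus clioquinol control.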
GLP-1R inv ag: qHTS of GLP-1 Receptor Inverse Agonists (Inhibition Mode) | Glucagon-like peptide 1 receptor (Homo sapiens), P43220 | HEK293 GLP-1R CRE-luciferase, luminescence, 24 h; GLP-1R form is constitutively active | Potency, µM (series often up to 38.3 µM), without a hit: top-dose activity change, negative = inhibition, usual class: inhibitors | hit rate 1.6% among 410,000 | AID 624417, 2012; further: potency means the concentration at half of the fitted maximal effect; on the % scale 0 is the no-effect control and ±100 the full control effect; nearly all actives have a fitted effect of over 55% in size
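Inverse agonism was detected as reduced cAMP-driven luciferase luminescence after 24 h compound treatment. The cells were HEK293 clones expressing constitutively active human GLP-1R with the reporter. Reporter-only and GPR119 cell lines served as counterscreen controls.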
aSyn yeast inh: qHTS of alpha-syn Inhibitors; Potency, µM (top dose mostly 46.1 µM), without a hit: at the top dose growth rescue (activation), most hits filed as activators; Yeast expressing alpha-synuclein, growth rescue, BacTiter-Glo, 24 h; hit rate 0.14% among 370,000; AID 652106, 2013; further: potency means the concentration at half of the fitted maximal effect; % of control where 0% means no effect; nearly all actives have a fitted effect of over 65% in size
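Screening used galactose-induced yeast with toxic alpha-synuclein levels, exposed to compound for 24 hr at 30 deg C. Cell growth, read with BacTiter-Glo luminescence, gave the measured signal.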
PTHR1 ag: qHTS for PTHR1 Agonists: Primary Screen. HEK293 GP2 PTHR1 cells, GloSensor cAMP luminescence, 1 h. AID 743266, 2014. hit rate 0.075% among 410,000. Parathyroid hormone/parathyroid hormone-related peptide receptor (Homo sapiens), Q03431. Potency, µM (top dose mostly 115 µM), for the others: at the top dose activation, usual class: activators; further: potency means the concentration at half of the fitted maximal effect; nearly all actives have a fitted effect of over 55% in size; some results filed as inactive show a strong effect at the top dose; inactives centre near -15; many of its hits are not listed in these tables
Target sequence (Q03431 whole entry, looked up): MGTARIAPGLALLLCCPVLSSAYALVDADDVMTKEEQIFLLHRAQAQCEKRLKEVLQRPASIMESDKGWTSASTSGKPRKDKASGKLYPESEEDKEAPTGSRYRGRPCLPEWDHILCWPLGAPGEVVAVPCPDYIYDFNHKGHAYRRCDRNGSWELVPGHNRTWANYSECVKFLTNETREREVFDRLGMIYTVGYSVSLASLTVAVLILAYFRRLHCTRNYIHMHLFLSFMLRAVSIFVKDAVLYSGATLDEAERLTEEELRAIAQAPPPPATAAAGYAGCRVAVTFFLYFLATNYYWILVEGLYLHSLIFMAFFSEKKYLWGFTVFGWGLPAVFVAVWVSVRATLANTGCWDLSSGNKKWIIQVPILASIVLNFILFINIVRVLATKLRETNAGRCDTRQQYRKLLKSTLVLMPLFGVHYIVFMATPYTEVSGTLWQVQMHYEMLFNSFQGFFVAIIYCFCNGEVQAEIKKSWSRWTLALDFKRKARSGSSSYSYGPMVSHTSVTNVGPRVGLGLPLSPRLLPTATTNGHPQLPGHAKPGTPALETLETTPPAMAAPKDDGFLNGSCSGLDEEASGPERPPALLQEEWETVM
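HEK-293-derived GP2 cells expressing PTHR1 and a GloSensor cAMP reporter, 3,000/well, plated overnight, given luciferin plus IBMX (each 0.5 mM as added) for 1 h at 37 °C, then compound for 1 h at 37 °C. Luminescence was read after 15 min at room temperature.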
D3 antag: qHTS of D3 Dopamine Receptor Antagonist: qHTS; D(3) dopamine receptor (Homo sapiens), P35462; D3R cells, DiscoveRx beta-arrestin luminescence, antagonist mode; hits give low values; max response, negative = inhibition, %; hit rate 2.5% among 360,000; in the data active means max response below about -50%; inconclusive means no clear call, values can overlap the other calls; further: on the % scale 0 is the no-effect control and ±100 the full control effect; mostly tested at two doses, the higher about 12 µM
Target sequence (P35462 whole entry, looked up): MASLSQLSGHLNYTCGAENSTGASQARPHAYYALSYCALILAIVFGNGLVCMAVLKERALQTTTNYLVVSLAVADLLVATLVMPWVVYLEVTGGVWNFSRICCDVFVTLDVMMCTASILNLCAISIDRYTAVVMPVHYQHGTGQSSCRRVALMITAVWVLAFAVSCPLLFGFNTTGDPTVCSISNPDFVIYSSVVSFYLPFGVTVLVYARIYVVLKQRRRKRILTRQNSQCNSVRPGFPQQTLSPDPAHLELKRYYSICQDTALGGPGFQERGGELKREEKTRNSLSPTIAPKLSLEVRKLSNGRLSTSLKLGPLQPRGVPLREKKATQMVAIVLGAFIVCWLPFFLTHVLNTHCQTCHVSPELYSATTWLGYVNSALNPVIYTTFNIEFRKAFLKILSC
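Cells plated overnight at 1500 cells/well, then exposed to library compounds with dopamine controls for 90 minutes at 37 degrees C. DiscoveRx reagent added for 30–60 minutes at room temperature; luminescence read, quantitative HTS format.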
TDP-43 yeast inh: qHTS of TDP-43 Inhibitors; TDP-43 expressing yeast growth rescue, BacTiter-Glo, 24 h; Potency, µM (series often up to 46.1 µM), for inactives: top-dose growth rescue (activation), usual class: activators; hit rate 1.8% among 410,000; AID 652104, 2013; further: potency means the concentration at half of the fitted maximal effect; % of control where 0% means no effect; nearly all actives have a fitted effect of over 50% in size
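Readout is BacTiter-Glo luminescence of cell growth, so inhibitors register as activators. TDP-43-expressing yeast at OD600=0.02 in galactose medium, after raffinose pregrowth to mid-log, were incubated with compound for 24 hr at 30 deg C.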
* marks the source's active call; other numbers are inactive results; i = inactive; ? = inconclusive; . = no result given; [ ] = dose if it differs, or a comment. Unless noted, the call rests on the fitted dose curve; in most records, active means well fitted curve in the direction sought with a large enough effect; inconclusive means small, poorly fitted or top-dose-only effect, or another doubt; inactive means no such curve, though single readings can be large; an effect the other way counts as inactive or inconclusive. Only part of the results is shown; count on the stated rates, not on these rows.

canonical_smiles	Akt phos inh	FUS yeast rescue	GLP-1R agonist	Abeta rescue	GLP-1R inv ag	aSyn yeast inh	PTHR1 ag	D3 antag	TDP-43 yeast inh
Cc1ccccc1-n1c(=O)[nH]c(=O)c2c(N)c(C(=O)c3ccc(Cl)cc3)sc21	i	-4%	13%	-10%	23%	2%	i	-29	5%
CCN(CC)C(=O)[C@H]1C[C@H](CC(=O)NC(C)(C)C)C(=O)N2CCc3c([nH]c4cc(-c5ccco5)ccc34)[C@]12C	i	?	12%	0%	-28%	12%	-9%	0	14%
COC(=O)c1ccccc1NS(=O)(=O)c1c(C)noc1C	i	11%	0%	3%	-9%	1%	-15%	13	20%
CC(=O)Nc1ccc(S(=O)(=O)C(C#N)c2nc3ccccc3nc2NCCN2CCOCC2)cc1 (stereo not given)	i	-3%	7%	-17%	18%	-3%	-6%	-6	-4%
COc1ccc(C(=O)/C=C/N(C)C)cc1	i	-3%	1%	-89%[inhibitor]	-18%	-44%[inhibitor]	?	-18	-84%[inhibitor]
C/C(=C1\SC(N2CCOCC2)=NC1=O)c1ccccc1	i	9%	1%	6%	7%	2%	i	-9	0%
COc1ccccc1CC(=O)Nc1ccc([N+](=O)[O-])cc1OC	i	.	24%	7%	-1%	14%	-3%	-2	11µM*
COc1ccc(NC(=O)CN2C(=O)CC(C)S(=O)(=O)c3ccccc32)cc1 (stereo not given)	i	-11%	0%	13%	6%	-3%	i	4	5%
Cc1cc(O)ccc1Nc1nc(-c2sc(N)nc2C)cs1	.	?	-24%	-1%	22%	-7%	?	17	0%
CCOC(=O)C1CCCN(C(=O)c2cc(-c3ccccc3)on2)C1 (stereo not given)	i	2%	-2%	-24%	-8%	4%	-18%[57.5 µM]	-9	-13%
CN(C(=O)c1cccc(NC(=O)Cc2ccc([N+](=O)[O-])cc2)c1)C1CCC1	i	19%	20%	1%	17%	2%	i	3	11%
CC1CCC(NC(=O)CCN2C(=O)C3CC=CCC3C2=O)CC1 (stereo not given)	i	.	-1%	-9%	5%	2%	i	-16	22%
COc1ccc(-n2c(=S)[nH]c3cc(C(=O)Nc4cc(OC)c(OC)c(OC)c4)ccc3c2=O)c(OC)c1	i	?	0%	7%	1%[7.66 µM]	8%	-22%	-10	13%
CCOC(=O)c1ccccc1NC(=O)CN1CCCN(Cc2cccc(Cl)c2)S1(=O)=O	.	44%	.	0%	-28%	.	i	.	12%
CCC(C)c1ccc(S(=O)(=O)N2CCN(C(=O)c3ccc(Cl)c(S(=O)(=O)N4CCOCC4)c3)CC2)cc1 (stereo not given)	i	?	3%	-4%	?	6%	-22%	19	23%
Cc1ccc(-c2cc3ncc4c(n3n2)-c2ccccc2OC4)cc1	.	9%	0%	-10%	-2%	.	-41%	.	18%
C=CCn1c(N(C)C)nc2c1c(=O)[nH]c(=O)n2C	i	-15%	5%	0%	12%	0%	-18%	-11	11%
COc1ccc(C)cc1NC(=O)NNC(=O)C1CCC(C(C)(C)C)CC1 (stereo not given)	i	-27%	-1%	6%	?	9%	-19%	0	0%
Cc1cccc(C)c1NC(=O)CSc1nnc(NC(=O)CN2CCOCC2)s1	i	13%	8%	1%	9%	-2%	21%	-13	-10%
CCOC(=O)N1CCN(S(=O)(=O)c2cc(-c3nn4c(C)nnc4c4ccccc34)ccc2C)CC1	i	-3%	2%	6%	32%[activator]	2%	-78%[inhibitor][57.5 µM]	74	6%

A few values from the results shown.
In aSyn yeast inh, COc1ccc(C(=O)/C=C/N(C)C)cc1 reads -44%[inhibitor]
In FUS yeast rescue, CC(=O)Nc1ccc(S(=O)(=O)C(C#N)c2nc3ccccc3nc2NCCN2CCOCC2)cc1 (stereo not given) reads -3%

(listing goes on)
canonical_smiles	Akt phos inh	FUS yeast rescue	GLP-1R agonist	Abeta rescue	GLP-1R inv ag	aSyn yeast inh	PTHR1 ag	D3 antag	TDP-43 yeast inh
CN(C)c1ccc(/C=C2\CCCc3c2nc2ccccc2c3C(=O)O)cc1	i	20%	5%	-11%	40%[activator]	-5%	-32%[inhibitor]	12	-5%
CCCCOC(=O)C[N+](C)(C)CCOC1CC2CCC1(C)C2(C)C (stereo not given)	i	21%	6%	12%	-9%	-3%	-35%[inhibitor]	-3	-14%[0.397 µM]
COc1ccc(N(C(=O)/C=C/c2ccccc2)C2=CC3CCC(C2)N3C)cc1 (stereo not given)	i	-5%	16%	-2%	?	8%	-9%	8	-11%
COc1ccc(NC(=O)CN2CCN(c3ccc(C)cc3C)CC2)cc1	i	15%	-1%	4%	?	4%	i	15	8%
Nc1nc(=S)c2ncn(C3OC(CO)CC3O)c2[nH]1 (stereo not given)	i	.	0%	-11%	9%	-7%	-9%	?	-16%
CCOCC(=O)Nc1nc2ccc(OC)cc2s1	i	-1%	0%	0%	-4%	-2%	-28%	24	-3%
CC(C)Sc1ncc(Cl)c(C(=O)Nc2nc3ccc(S(C)(=O)=O)cc3s2)n1	.	14%	.	-11%	12%	.	-25%	.	-6%
CCOC(=O)c1cnc(N)nc1-c1ccccc1	i	.	4%	-23%	132%[activator]	-4%	-7%	-8	-24%
C=CCn1c(SCC(=O)N2CCN(c3ccccc3)CC2)nc2c([nH]c3ccccc32)c1=O	i	14%	-2%	14%	11%	2%	i	17	15%
COc1ccccc1CCC(=O)OCC(=O)Nc1cccc(S(=O)(=O)N2CCCCC2)c1	i	27%	2%	-1%	3%	-3%	-22%	-2	4%
O=C(CSc1nnc(COc2ccccc2)o1)c1ccccc1	i	24%	15%	11%	-8%	15%	17%[57.5 µM]	?	-10%
CCn1c2ccccc2c2cc(NC(=O)COC(=O)C3CCC(=O)N3)ccc21 (stereo not given)	i	23%	-9%	8%	-16%	-1%	i	-14	4%
CN(C)CCNC(=O)c1cccc2nc3cccc(F)c3nc12	i	.	-5%	2%	6.3µM*	1%	-13%	-18	-21%
Cc1ccc(C2NS(=O)(=O)N=C2N)cc1 (stereo not given)	i	-2%	-8%	7%	-8%	-2%	i	6	4%
O=C(OCC(=O)N1CCOCC1)c1cccc(S(=O)(=O)N2CCCc3ccccc32)c1	i	19%	8%	1%	7%	2%	-10%	18	-2%
Cc1cccc(NC(=O)COC(=O)CN2C(=O)C3CCCCC3C2=O)c1C (stereo not given)	i	-4%	9%	8%	-8%	-5%	i	18	18%
O=C(CSc1ccccc1)NCCc1ccc(F)cc1	i	-25%	-1%	2%	-21%	-3%	-1%	-20	-2%
CN(C)C(=O)/C=C\c1cn(-c2ccccc2)nc1-c1ccc2c(c1)OCCO2	i	26%	25%	-11%	-5%	8%	-16%	17	0%[0.397 µM]
CC(=O)Nc1cccc(-c2ccnc3c2CC(C)(C(=O)Nc2cccnc2)O3)c1 (stereo not given)	i	-24%	-2%	-11%	-8%	-1%	-44%[inhibitor]	12	4%
Oc1ccccc1N1CCN(c2nnnn2-c2ccccc2)CC1	i	14%	0%	18%	0%	-2%	i	-1	15%

(list continues)
canonical_smiles	Akt phos inh	FUS yeast rescue	GLP-1R agonist	Abeta rescue	GLP-1R inv ag	aSyn yeast inh	PTHR1 ag	D3 antag	TDP-43 yeast inh
COc1ccc(N2CCC(CNC(=O)Nc3ccc(OC)cc3OC)C2)cc1 (stereo not given)	i	?	-3%	-9%	?	-1%	-17%[57.5 µM]	?	-13%
CC(=O)Nc1ccc2c(c1)[nH]c(=O)c1ccccc12	i	.	0%	11%	37%[activator]	8%	-3%	9	21%
COC(=O)Cn1nnnc1-c1nc2cc(C)c(C)cc2[nH]c1=O	i	-4%	-4%	-10%	23%	-1%	1%	15	0%
CC(C)c1ccc(NC(=O)[C@@H](NC(=O)N2CC(=O)Nc3ccccc32)C(C)C)cc1	i	?	3%	13%	?	3%	i	5	19%
CCCCNC(=O)C1(C)CCN1C(=O)c1ccc(F)cc1Cl (stereo not given)	i	-18%	1%	10%	15%	0%	-11%	12	11%
CCn1c(CCNC(=O)c2ccc(C)cc2)nnc1SCc1ccc(Cl)c(Cl)c1	i	-12%	-4%	8%	-2%	19%	-29%	-17	22%
CC(C)(C)C(=O)C(C(c1ccccc1)N1CCOCC1)N1CCOCC1 (stereo not given)	i	6%	3%	-6%	8%	1%	-3%	19	-16%
COc1ccc(C(=O)NCC(=O)N2CCN(c3ccccc3)CC2)cc1	i	-12%	-2%	-12%	-21%	-4%	10%	-11	11%
CCOC(=O)C(CO)(NC(C)=O)C(=O)OCC	i	-6%	-9%	-1%	21%	-1%	i	18	3%
COc1ccc(CNC(=O)CN2c3ccccc3S(=O)(=O)c3ccccc32)cc1	i	17%	0%	0%	?	-4%	-9%	2	-24%
Fc1ccc(OCCn2cnc(Cl)c2Cl)cc1	i	-10%	11%	?	-18%	6%	i	-16	?
CN(C)N1C(N)=C(C#N)C(c2ccccc2)C2=C1CCCC2=O (stereo not given)	i	-17%	4%	-14%	11%	-7%	?	-12	1%
Cc1csc(=O)n1CCC(=O)OCC(=O)Nc1cc(Cl)ccc1[N+](=O)[O-]	i	0%	7%	-12%	14%	10%	14%	-2	-29%
O=C(N[C@@H]1CCC(=O)N(CC[C@H](Sc2ccc(Br)cc2)c2ccccc2)CC1)OCc1ccccc1	i	44%	8%	2%	?	16%	-68%[inhibitor]	?	-4%
